# From PubChem
# EPAC2 antag = qHTS for Antagonist of cAMP-regulated guanine nucleotide exchange factor 2 (EPAC2): primary screen | EPAC2 GEF exchange of Rap1B-BODIPY-GDP, fluorescence | Potency, µM (top dose mostly 114 µM), for inactives: at the top dose activity, negative = inhibition, hits mostly inhibitors | 360,000 compounds, 0.18% hits | AID 720708, 2013; note: potency is the fitted concentration of half-maximal effect; % is set by controls: 0 for no effect and ±100 for the full control effect; nearly all actives have a fitted effect of over 45% in size; many of its hits are not listed in these tables
# Target sequence (Q8WZA2 whole entry, looked up): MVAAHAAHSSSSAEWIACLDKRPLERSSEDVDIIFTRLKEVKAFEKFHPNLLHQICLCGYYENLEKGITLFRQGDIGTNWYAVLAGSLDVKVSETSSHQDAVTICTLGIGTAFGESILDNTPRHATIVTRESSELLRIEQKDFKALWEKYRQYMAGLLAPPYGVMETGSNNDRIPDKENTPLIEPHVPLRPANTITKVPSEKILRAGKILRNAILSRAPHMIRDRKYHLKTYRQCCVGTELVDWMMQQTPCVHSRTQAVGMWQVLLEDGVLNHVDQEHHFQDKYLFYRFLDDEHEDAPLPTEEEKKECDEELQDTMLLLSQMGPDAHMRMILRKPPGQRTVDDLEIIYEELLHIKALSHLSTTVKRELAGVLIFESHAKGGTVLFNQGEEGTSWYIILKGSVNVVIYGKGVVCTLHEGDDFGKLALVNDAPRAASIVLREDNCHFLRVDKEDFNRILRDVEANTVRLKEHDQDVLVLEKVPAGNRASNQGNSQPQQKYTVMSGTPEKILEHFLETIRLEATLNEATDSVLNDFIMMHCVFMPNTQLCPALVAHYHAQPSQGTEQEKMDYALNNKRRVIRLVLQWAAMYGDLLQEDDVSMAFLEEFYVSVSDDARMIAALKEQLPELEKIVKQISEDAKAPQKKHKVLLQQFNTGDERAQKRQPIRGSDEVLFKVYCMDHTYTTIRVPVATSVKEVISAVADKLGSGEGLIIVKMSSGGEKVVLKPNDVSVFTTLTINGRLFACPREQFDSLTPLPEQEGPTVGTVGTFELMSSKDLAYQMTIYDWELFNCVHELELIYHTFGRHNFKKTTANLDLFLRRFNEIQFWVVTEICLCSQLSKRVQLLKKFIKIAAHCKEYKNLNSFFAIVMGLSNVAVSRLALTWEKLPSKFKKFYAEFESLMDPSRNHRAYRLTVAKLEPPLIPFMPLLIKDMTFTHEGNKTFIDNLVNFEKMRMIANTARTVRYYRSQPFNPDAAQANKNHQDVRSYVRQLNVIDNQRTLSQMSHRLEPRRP
# Nrf2 inh = Nrf2 qHTS screen for inhibitors. 360,000 compounds, 2.1% hits. A549 ARE-Fluc reporter, luciferase luminescence, 18-24 h. Potency, µM (titrated, usually from 46 µM), for inactives: at the top dose activity change, negative = inhibition, most hits filed as inhibitors; note: potency is the fitted concentration of half-maximal effect; % is set by controls: 0 for no effect and ±100 for the full control effect; nearly all actives have a fitted effect of over 60% in size
#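 A549 ARE_Fluc cells, 5000/well, 5% FBS OPTI-MEM; compounds in dose-response, 18-24 h at 37 °C/5% CO2; CellTiter-Fluor viability read (Ex 405/Em 525), then BugLite luciferase luminescence = Nrf2 activity.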
# A549 tox = Nrf2 qHTS screen for inhibitors: counterscreen for cytotoxicity. A549 ARE-Fluc cells, CellTiter-Fluor viability, 18-24 h. Potency, µM (doses to about 46 µM), without a hit: at the top dose activity change, negative = cytotoxicity, hits mostly inhibitors. 390,000 compounds, 0.16% hits; note: potency is the fitted concentration of half-maximal effect; % is set by controls: 0 for no effect and ±100 for the full control effect
#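 A549 ARE_Fluc cells in 5% FBS OPTI-MEM were exposed to compounds in concentration-response for 18-24 h at 37 deg C. Viability was read by CellTiter-Fluor fluorescence (Ex 405/Em 525) after 30 min, before the luciferase read.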
# EPAC2 agonist = qHTS for Agonist of cAMP-regulated guanine nucleotide exchange factor 4 (EPAC2): primary screen; Rap guanine nucleotide exchange factor 4 (Homo sapiens), Q8WZA2; EPAC2 activation, biochemical qHTS; response scale: 100% = 6.5 mM cAMP response; Potency, µM (doses to about 154 µM), inactives show at the top dose activation, most hits filed as activators; 360,000 compounds, 0.079% hits; AID 720711, 2013; note: potency is the fitted concentration of half-maximal effect; nearly all actives have a fitted effect of over 50% in size
#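 EPAC2 (100 nM) mixed with Rap1B loaded with BODIPY-GDP (250 nM) plus 50 uM unlabeled GDP; compounds pinned in, 5 min RT, then read every 5 min for 30 min (ex 480, em 540 nm). Normalized to cAMP control.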
# Akt phos inh = HTS Assay for Inhibitors of Akt Phophorylation: Primary Screen; Neuro2A IGF-stimulated pAkt S473 HTRF, 20 min; hits give low values; 360,000 compounds, 0.32% hits; AID 651550, 2012; activity change, % for hits at 50 µM; in the data active = activity change below about -80%; inconclusive = mostly about -51% to -80%; note: % is set by controls: 0 for no effect and ±100 for the full control effect
#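 Single-point screen (50 µM final compound) in Neuro2A cells stimulated 20 min with 6 nM IGF at 37 deg C. After lysis, Ser473-phosphorylated Akt read by HTRF (ex 330 nm, em 615/665 nm) as the 665/615 ratio.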
# MmCpn inh = Inhibitors of TCP-1 ring complex (TRiC) of Methanococcus maripaludis (MmCpn): qHTS; Chaperonin Mm-Cpn (Methanococcus maripaludis); purified Mm-Cpn ATPase, ADP Transcreener TR-FRET; Potency, µM (series often up to 76.9 µM), inactives show top-dose activity, negative = inhibition, usual class: inhibitors; 330,000 compounds, 0.031% hits; AID 504842, 2011; note: potency is the fitted concentration of half-maximal effect; % is set by controls: 0 for no effect and ±100 for the full control effect; nearly all actives have a fitted effect of over 80% in size
#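 TR-FRET (320 nm excitation; 590 and 665 nm emission) reports ADP made from 10 uM ATP by 25 nM enzyme; compounds were preincubated 10 min, reaction run 30 min, both at 37°C.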
# TGFb SMAD3 inh = qHTS for Inhibitors of TGF-b; HepG2 CAGA-GFP TGF-b/SMAD3 reporter, GFP fluorescence, 18 h; TGF-beta stimulated, 500 pg/mL final; Potency, µM (doses to about 46.1 µM), for the others: top-dose activity, negative = inhibition, most hits filed as inhibitors; 410,000 compounds, 1.2% hits; AID 588855, 2011; note: potency is the fitted concentration of half-maximal effect; % is set by controls: 0 for no effect and ±100 for the full control effect; nearly all actives have a fitted effect of over 65% in size
#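 Smad-responsive CAGA-GFP expression was quantified in HEPG2 cells exposed to compounds and 500 pg/mL final TGF-beta for 18 h at 37 degrees C; unstimulated wells defined full inhibition.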
# Nrf2 ARE act = qHTS of Nrf2 Activators; AREc32 ARE-luciferase reporter (MCF7-derived line), luminescence, 24 h; Potency, µM (series often up to 46.1 µM), for the others: at the top dose activation, actives largely listed as activators; 410,000 compounds, 0.31% hits; AID 624171, 2012; note: potency is the fitted concentration of half-maximal effect; % of control where 0% means no effect; nearly all actives have a fitted effect of over 65% in size
#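 Steps: seed AREc32_Fluc cells (1000/well, 5% FBS OPTI-MEM); incubate overnight at 37 deg C; add 23 nL compound; incubate 24 hr; add Steady-Glo; hold 30 min RT; read luminescence.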
# CCT modulator = High-Throughput Screening for Modulators of Cytosolic Chaperonin Activity; purified chaperonin ATPase assay, HTRF ADP detection, 30 min; activity change, % (concentration not given with the values), hits read low; 360,000 compounds, 0.3% hits; AID 651819, 2012; in the data active = activity change below about -30%; note: % is set by controls: 0 for no effect and ±100 for the full control effect
#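 We incubate TRiC, 40 or 20 nM final, with library compounds at 76 uM and 10 uM ATP for 30 min at 37 °C. ADP formed is detected with Transcreener HTRF reagents after 30 min at room temperature.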
# Starred values were filed as active, the others as inactive; i = inactive; ? = inconclusive; / = no result given; [ ] = remark or other dose. Unless noted, calls come from the whole dose curve; as a rule, active = well fitted curve in the direction sought with a large enough effect; inconclusive = small, poorly fitted or top-dose-only effect, or another doubt; inactive = no such curve, though single readings can be large; an effect the other way counts as inactive or inconclusive. An excerpt; count on the stated rates, not on these rows.
structure | Akt phos inh | A549 tox | EPAC2 antag | TGFb SMAD3 inh | Nrf2 ARE act | Nrf2 inh | CCT modulator | MmCpn inh | EPAC2 agonist
CC(C)(C)NC(=O)C1c2ccccc2OCC(=O)N1C1CC1 (stereo not given) | i | / | -7.8% | / | -1.1% | / | -0.3 | / | -0.7%
Cc1ccccc1-c1cc2nc(C)c(C)c(=O)n2[nH]1 | i | -11.3% | 4.5% | 19.7% | 2.2% | ? | 0.4 | 0.1% | 0.5%
O=C(COC(=O)c1ccc(N2CCCC2=O)cc1)Nc1ccccc1 | i | 6.4% | -4.3% | 1.2% | -0.2% | 7.0% | 1.8 | -3.2% | 9.0%
COc1ccccc1-c1cc(C(=O)Nc2cccnc2)no1 | i | -21.2% | -5.4% | -17.9% | 6.7% | ? | -3.6 | -0.9% | 13.3%
c1ccc(CSC2=NNC(c3ccccn3)S2)cc1 (stereo not given) | i | -10.3% | 10.1% | ? | 6.9% | ? | 0.0 | 0.3% | 5.9%
CCOc1cccc(CNCCSc2nnnn2C)c1 | i | 0.1% | 9.5% | 2.4% | 0.2% | 5.1% | -7.0 | -0.4% | 4.8%
CNC(=O)c1ccc(-n2nc(C)cc2-c2ccccc2)cc1 | i | 0.5% | -2.6% | ? | -0.8% | -18.7% | -3.8 | -0.7% | -1.7%
COC(=O)c1cnn2c(C)c(Cc3cccc(F)c3)c(C)nc12 | i | -8.6% | -7.7% | -3.0% | 0.2% | -8.0% | -8.0 | -0.3% | 7.8%
CCCCN(C(=O)c1ccc2c(c1)OCO2)C1CCS(=O)(=O)C1 (stereo not given) | i | -4.4% | 2.1% | 25.9% | -0.4% | 2.4% | 0.0 | 0.4% | 9.8%
Cc1cc(OC(C)C(=O)NC2CC(C)(C)NC(C)(C)C2)c2c(C)cc(=O)oc2c1 (stereo not given) | i | 1.0% | -0.9% | -13.0% | 0.5% | 3.2% | -1.2 | 0.5% | 8.0%
c1ccc(-c2ncc(CN3CCN(c4ccccn4)CC3)[nH]2)cc1 | i | 10.8% | 6.3% | -8.7% | 1.0% | -11.2% | 0.6 | 3.3% | -3.7%
CC(CNC(=O)c1ccccc1Cl)c1ccccc1 (stereo not given) | i | -3.7% | -12.3% | -21.7% | 3.1% | 1.2% | 1.3 | 0.3% | 0.6%
CCN(C(=O)COC(=O)CNC(=O)c1ccc(C)c(C)c1)C1CCS(=O)(=O)C1 (stereo not given) | i | 0.2% | 3.1% | 7.3% | -0.9% | 9.0% | 0.2 | 2.1% | 12.5%
Cc1c(Cl)cccc1NC(=O)CC1SCCNC1=O (stereo not given) | i | / | -3.6% | -3.0% | 0.4% | 15.4% | -0.7 | -0.9% | 14.0%
Cc1ccc(S(=O)(=O)N2CCN(C(=O)COC(=O)c3ccccc3OC(F)F)CC2)c(C)c1 | i | 4.8% | -6.5% | -20.4% | 0.4% | -12.6% | 3.3 | / | 0.3%
O=C(Nc1ccc(N2CCOCC2)cc1)c1cccc(S(=O)(=O)N2CCCCC2)c1 | i | -12.9% | 5.6% | -0.4% | -0.3% | 20.6µM* | -1.3 | 0.8% | -6.1%
Cc1ccc(NC(=O)N2CCCC2C(=O)NCCc2ccccc2)cc1 (stereo not given) | -121.3%* | -0.3% | 6.9% | -0.9% | 0.3% | 15.4% | -1.7 | -0.1% | -2.5%
CCc1cc2c(=O)oc(-c3ccccc3F)nc2s1 | i | 6.1% | -17.1% | -1.2% | 2.3% | 2.2% | -2.7 | -0.8% | ?
COCCCNC(=S)Nc1ccc(S(=O)(=O)Nc2cc(OC)nc(OC)n2)cc1 | i | -0.9% | 13.1% | 5.1% | -0.2% | 2.4% | 2.3 | 1.2% | -1.3%
COc1ccc(-n2c(SCC(=O)Nc3ccc(C)cc3)nc(O)c(Cc3ccccc3)c2=O)cc1 | i | 0.7% | 1.2% | -4.5% | 2.8% | -0.3% | -0.2 | 0.0% | -5.2%
COc1ccc(Cl)cc1NS(=O)(=O)c1ccc2[nH]c3c(c2c1)CCCC3 | / | -9.4% | / | ? | -0.2% | -25.1% | / | / | /
Cc1ccc(C(=O)OC2CCN(c3ccc([N+](=O)[O-])cc3)CC2)cc1 | i | -0.9% | -0.6% | 1.4% | 0.0% | 2.4% | -1.7 | -0.7% | 1.2%
CC(=O)Nc1ccc(S(=O)(=O)Nc2cc3c(cc2C(C)=O)OCO3)cc1 | i | 0.8% | -3.1% | 3.7% | -0.1% | 13.7% | 1.1 | -1.4% | 0.5%
COc1ccc(Cl)cc1C(=O)Nc1ccccc1N1CCCCC1 | i | ? | -20.6% | -16.7% | 4.2% | ? | -0.2 | 1.2% | 7.6%

# Akt phos inh: entries above that show a hit
canonical_smiles	Akt phos inh	EPAC2 antag	TGFb SMAD3 inh	CCT modulator	MmCpn inh
Cc1ccc(NC(=O)N2CCCC2C(=O)NCCc2ccccc2)cc1 (stereo not given)	-121.3%*	6.9%	-0.9%	-1.7	-0.1%

# Additional entries follow:
structure | Akt phos inh | A549 tox | EPAC2 antag | TGFb SMAD3 inh | Nrf2 ARE act | Nrf2 inh | CCT modulator | MmCpn inh | EPAC2 agonist
CC(=O)Nc1ccc(C(=O)OCC(=O)N2CCCC2)cc1 | i | 0.6% | 8.4% | -3.3% | 0.1% | 8.3% | 1.6 | -0.5% | -0.7%
C/C(Cc1ccccc1)=N\NC(=O)CNC(=O)Cc1ccccc1 | i | -7.7% | -2.9% | -17.4% | -0.3% | 4.6% | 2.0 | 1.9% | 5.6%
CC1CCCCN1C(=O)COC(=O)c1ccc2c(c1)C(=O)N(Cc1ccco1)C2=O (stereo not given) | i | 0.0% | -6.6% | -27.0% | 1.7% | 12.6% | -1.1 | 3.3% | 1.6%
O=C(c1ccc(Cl)c(Cl)c1)N1CCC(=O)N([C@H](COCc2ccccc2)Cc2ccccc2)CC1 | i | / | -9.3% | / | 3.3% | / | -0.5 | / | 9.1%
COc1ccc(C2CC(c3ccccc3)=NN2C(=O)COC(=O)c2nc3nc(C)cc(C)n3n2)cc1 (stereo not given) | i | 0.0% | -4.1% | ? | 3.3% | -14.0% | -5.8 | -4.2% | 3.1%
COC(=O)c1sccc1NC(=O)CSCCc1ccccn1 | i | -0.7% | 3.9% | 0.3% | 0.0% | -11.4% | 0.4 | 0.0% | 3.9%
CCc1nc2ccc(C(=O)NCc3ccc(C)o3)cc2nc1CC | i | 0.2% | 0.4% | 15.9% | -0.2% | ? | -0.3 | 0.5% | 8.1%
CN(C)c1ccc(-c2ccnc3c2CC(C)(C(=O)NCC2CCOCC2)O3)cc1 (stereo not given) | i | / | 3.5% | 2.2% | -0.6% | / | -0.9 | / | -7.6%
Cc1ccc(NNC(=O)c2cc(C(C)(C)C)nn2Cc2ccccc2)cc1 | i | -2.6% | -3.1% | -17.0% | 0.2% | ? | -4.3 | 0.4% | -11.6%
O=C(O)CCCC(=O)N1CCN(c2cccc(Cl)c2)CC1 | i | -11.1% | -1.4% | 28.3% | -0.1% | -7.7% | -6.0 | 0.4% | -12.1%
O=S(=O)(Cc1ccc(Cl)cc1)N1CCCCCC1 | i | 3.7% | -5.6% | 0.5% | 0.2% | 2.1% | -6.4 | 1.1% | -3.7%
COc1cccc(-c2nc(CS(=O)(=O)CC(=O)NC3CC3)c(C)o2)c1 | i | -3.0% | 6.6% | 3.1% | 0.2% | 2.9% | 0.6 | -5.6% | 9.1%
Cc1oc(C(C)(C)C)cc1C(=O)N1CCN(C(c2ccccc2)c2ccccc2)CC1 | i | 1.0% | -16.0% | ? | 2.9% | -14.8% | -1.4 | -14.0% | 1.7%
COCCN(C(=O)Cc1cccs1)c1nnc(-c2cccnc2)s1 | i | 11.5% | 0.8% | -6.0% | 0.1% | -2.9% | -3.7 | 0.3% | 10.0%
OC(c1ccccc1)(c1ccccc1)C1CCN(CCCOc2cccc(OC(F)(F)F)c2)CC1 | i | / | -24.8% | / | -4.0% | / | -1.8 | / | -2.8%
COc1ccc2nc(SCC(C)=O)c(C#N)cc2c1 | i | 12.0% | ? | 3.4% | 3.3% | ? | -1.6 | -6.7% | -37.9%[inhibitor]
CCOC(=O)CSc1cc(C(F)(F)F)nc(-c2ccccn2)n1 | i | 5.4% | 0.8%[57.1 µM] | -6.2% | 0.4% | 0.9% | 0.5 | -0.4% | -5.6%
Cc1ccc(S(=O)(=O)c2cn(Cc3ccccc3Cl)c3ccc(F)cc3c2=O)cc1 | / | 10.5% | / | -0.1% | 0.7% | -3.4% | / | / | /
Cc1cccc(-n2ncc3c2CCCC3NC(=O)C2(C(N)=O)CC2)c1C (stereo not given) | i | -8.2% | 0.1% | 0.0% | -0.9% | 2.31µM* | 1.2 | 2.3% | 2.8%
COc1cc(CCC(=O)OCC(=O)Nc2cccc(S(=O)(=O)N(C)C)c2)cc(OC)c1OC | i | 7.3% | -12.2% | 1.3% | -0.8% | -1.3% | 0.7 | 1.4% | -6.6%
COCCOc1nc2c(c(=O)n(C)c(=O)n2C)n1CCc1ccccc1 | i | 1.5% | -2.3% | 10.8% | -0.4% | -15.5% | -0.9 | 0.7% | -7.3%
CCCN(CCC)Cc1cc(=O)oc2cc(C)c(C)cc12 | i | / | -24.5% | ? | 0.4% | / | -1.0 | / | 4.5%
CN(C)CCNC(=O)c1c(O)c2c([nH]c1=O)CCCC2 | / | -2.0% | -4.5% | 14.0% | -0.1% | -8.6% | -5.3 | -0.1% | -3.6%
